GPR35 antagonists = inhibition of zaprinast-stimulated GPR35 beta-arrestin translocation – imaging, U2OS, beta-arrestin-GFP, zaprinast agonist, primary screen (AID 2058); 290,000 tested, 0.052% active; inhibition, % at 10 µM; hits with a dose series show IC50 in µM; U2OS GPR35 beta-arrestin-GFP translocation imaging, zaprinast antagonism; higher % means a stronger effect;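 active means inhibition of at least 50% with at least 30 cells and total cytoplasm GFP at most 10,000,000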
KOR beta-arrestin-1 = kappa opioid receptor blockers – cell-based, luminescence, uHTS (AID 1778). KOR beta-arrestin recruitment, luminescence, antagonist mode; higher % means a stronger effect. inhibition, % at 10 µM; hits with a dose series show IC50 in µM. 290,000 tested, 0.091% active; in the data active means inhibition above about 50%; further: strong numbers were not always called active
KOR beta-arrestin-2 = kappa opioid receptor activators – cell-based, luminescence, uHTS, primary screen (AID 1777); one-dose activation, % at 10 µM; EC50 in µM for titrated hits; 280,000 tested, 0.02% active; KOR beta-arrestin recruitment, luminescence; higher % means a stronger effect; in the data active means activation above about 50%, passing the limit was not always enough; further: a part of the inactive calls stands beside numbers as strong as those of hits
GPR55 LPI antagonism = inhibition of LPI-stimulated GPR55 beta-arrestin translocation – imaging, U2OS, beta-arrestin-GFP, LPI agonist, primary screen (AID 2013); U2OS GPR55 beta-arrestin-GFP translocation imaging, LPI antagonism; higher % means a stronger effect; inhibition, % at 10 µM; hits with a dose series show IC50 in µM; 290,000 tested, 0.13% active;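 active means spots per cell inhibited over 60%, with over 100 cells counted and total cytoplasm intensity under 500,000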;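 further: U2OS cells stably carrying GPR55 and arrestin-GFP stimulated by 5 µM LPI near EC80; imaged beta-arrestin-GFP aggregate spots per cell after agonist stimulation; plate controls were LPI-stimulated DMSO wells for no effect and DMSO wells without LPI for full effect; some results filed as inactive read as strong as hits; confirmed hits need IC50 under 10 µM and bright autofluorescent wells are also inconclusive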
NOD1 NF-kB reporter = NOD1 signaling inhibitors, primary screen, cell-based, luminescence, uHTS (AID 1578); NOD1-driven NF-kB luciferase reporter cells, luminescence; higher % means a stronger effect; inhibition, % at 4 µM; hits with a dose series show EC50 in µM; 290,000 tested, 1% active; in the data active means inhibition mostly above about 36%, no sharp cut-off; inactive means mostly below about 34%;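 further: HEK-293T reporter cells stimulated with the NOD1 agonist gamma-tri-DAP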
GPR55 beta-arrestin = selective activators of receptor GPR55 – imaging, U2OS cells, beta-arrestin-GFP redistribution, primary screen (AID 1961); U2OS GPR55 beta-arrestin-GFP redistribution imaging; higher % means a stronger effect; 290,000 tested, 0.048% active; one-dose activation, % at 10 µM; EC50 in µM for titrated hits;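 active means activation above 40% with more than 50 cells counted in the well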;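 further: U2OS osteosarcoma cells stably expressing GPR55 and beta-arrestin-GFP; plate controls were DMSO negative control for no effect and LPI positive control for full effect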
HIV fusion peptide = inhibitors of HIV fusion peptide binding, primary screen, biochemical, uHTS, fluorescence dequenching (AID 1986). cell-free peptide binding, fluorescence dequenching, 30 min; higher % means a stronger effect. 290,000 tested, 0.3% active. inhibition, % at 20 µM, or IC50 in µM where a hit was titrated; in the data active means inhibition mostly above about 52%, no sharp cut-off; inactive means mostly below about 76%; further: some results filed as inactive read as strong as hits
Siah-1 displacement = blockers of Siah-1 interaction with plectin peptide – biochemical, fluorescence polarization, rhodamine-plectin, uHTS, primary screen (AID 1817); Siah-1 / rhodamine-plectin peptide fluorescence polarization; higher % means a stronger effect; one-dose displacement, % at 20 µM; IC50 in µM for titrated hits; 290,000 tested, 0.02% active;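 active means displacement of at least 50% at 20 µM, with a fluorescence ratio check between 0.3 and a set limit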;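 further: plate controls were Siah plus tracer with DMSO for no effect and tracer alone without Siah for full effect; strong numbers were not always called active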
AID2073 = inhibitors of Mint1-CaV2.2 protein interaction, biochemical, HTRF (AID 2073). HTRF protein-protein interaction, Mint1-CaV2.2; higher % means a stronger effect. inhibition, % at 20 µM, or IC50 in µM where a hit was titrated. 290,000 tested, 0.19% active; in the data active means inhibition mostly above about 51%, no sharp cut-off; further: some results filed as inactive read as strong as hits
The depositor's hits bear a star; . = no result given; [ ] = dose if it differs, or a comment. This is a subset; count on the stated rates, not on these rows.

Compound	GPR35 antagonists	KOR beta-arrestin-1	KOR beta-arrestin-2	GPR55 LPI antagonism	NOD1 NF-kB reporter	GPR55 beta-arrestin	HIV fusion peptide	Siah-1 displacement	AID2073
CCN1CCN(C(=O)c2cc3c(s2)-c2ccccc2S(=O)(=O)C3)CC1	-25%	-1%	-1.0%	4%	-14%	0.3%	0.6%	7%	14%
NC(=O)c1c(NC(=O)c2ccccc2)sc2c1CCN(Cc1ccccc1)C2	-2%	17%[20 µM]	-3.2%	1%	-40%	-0.1%	86%	3%	9%
Cc1ccc(N=C2NC(=O)/C(=C/c3cccn3C)S2)cc1	5%	-44%	-0.4%	-9%	3%	0.3%	1.9%	4%	4%
CC1c2cc3c(cc2CCN1S(=O)(=O)c1ccccc1)OCCCO3 (configuration not stated)	3%	-58%	0.5%	-3%	-35%	-0.1%	1.6%	0%	-3%
Cc1csc2c(=O)[nH]cnc12	-13%	-4%	-1.0%	4%	-2%	0.5%	-0.2%	26%	3%
CCC(=O)NC(NC(=S)Nc1cccc2cccnc12)C(Cl)(Cl)Cl (configuration not stated)	-1%	-9%	1.7%	6%	-8%	-0.6%	-2.7%	-1%	45%
O=C(CCSCCC(=O)N1CCCC1)N1CCCC1	1%	22%	-3.8%	-13%	-8%	-0.4%	2.2%	-3%	6%
Cc1ccc(C(=O)C2CCN(CC(=O)NC3CCCC3)CC2)cc1	1%	-4%	-4.2%	5%	-8%	-0.2%	1.2%	2%	-4%

Next section:
Compound	GPR35 antagonists	KOR beta-arrestin-1	KOR beta-arrestin-2	GPR55 LPI antagonism	NOD1 NF-kB reporter	GPR55 beta-arrestin	HIV fusion peptide	Siah-1 displacement	AID2073
CN1C2CCC1CC(NC(=O)c1cc(Cl)cc3[nH]cnc13)C2 (configuration not stated)	-7%	5%[20 µM]	-4.2%	-18%	-18%	-0.1%	1.2%	0%	1%
COc1cccc(NC(=O)c2ccc3c(c2)OCO3)c1	-6%	-20%	8.3%	13%	4%	0.3%	-0.7%	-2%	13%
O=C(Nc1ccccc1)C(O)C(O)C(=O)Nc1ccccc1 (configuration not stated)	15%	-34%	5.3%	9%	-18%	-0.2%	0.3%	2%	32%
Oc1ccc(Nc2nc(-c3ccc(O)cc3)cs2)cc1	-4%	-33%	-0.8%	2%	-23%	-0.1%	1.6%	-6%	-30%
Cc1ccc(Cc2c(C)nc3nc(SCC(=O)NCCN4CCOCC4)nn3c2C)cc1	14%	21%	.	1%	4%	0.3%	0.1%	0%	4%
COc1ccc(C(CNCC(O)COc2c(C)ccc(C)c2C)N(C)C)cc1 (configuration not stated)	5%	12%	-2.1%	16%	2%	-0.1%	0.1%	5%	3%
CCCCc1ccc(NC(=O)COc2ccc(C(=O)Nc3ccccc3C)cc2)cc1	10%	10%	-1.1%	5%	-38%	0.1%	1.6%	6%	26%
O=C(N/N=C/c1ccc2c(c1)OCO2)c1ccc2c(c1)OCCO2	13%	-38%	6.5%	-3%	-47%	1.7%	-0.7%	0%	12%

(further entries)
Compound	GPR35 antagonists	KOR beta-arrestin-1	KOR beta-arrestin-2	GPR55 LPI antagonism	NOD1 NF-kB reporter	GPR55 beta-arrestin	HIV fusion peptide	Siah-1 displacement	AID2073
CCOC(=O)Cc1cc(=O)c2c(=O)n(-c3ccccc3)[nH]c2[nH]1	8%	9%	0.8%	6%	-2%	-0.1%	-1.5%	2%	-1%
Cn1c(-c2ccccc2)cccc1=O	2%	-17%	1.0%	-12%	-17%	-0.1%	12%	-1%	0%
COC(=O)C1=C(O)/C(=C\c2sccc2C)N=C1C	24%	-12%	1.5%	-16%	26%	0.3%	4.9%	-3%	-13%
CC(CNC(=O)c1ccc(Br)o1)NC(=O)c1ccc(Br)o1 (configuration not stated)	-1%	-6%	13%	10%	12%	-0.2%	-2.1%	-2%	-7%
CCOc1ccc(C2=NNC(c3cccs3)=Nc3ccc(OC)cc32)cc1OCC	2%	10%	-6.6%	8%	8%	-0.3%	-0.1%	8%	31%
O=C(O)CNC(=O)CCn1nnc2ccccc2c1=O	1%	-3%	0.5%	3%	-4%	0.4%	0.7%	12%	8%
N=c1c2c3c(sc2ncn1Cc1ccccc1)CCCC3	-11%	-11%	2.5%	-2%	-6%	-0.1%	0.0%	0%	-2%
CC1CN(CCOc2ccc([N+](=O)[O-])cc2)CC(C)O1 (configuration not stated)	-20%	2%	-3.6%	8%	-4%	0.0%	-1.2%	5%	1%

Going on with the list.
Compound	GPR35 antagonists	KOR beta-arrestin-1	KOR beta-arrestin-2	GPR55 LPI antagonism	NOD1 NF-kB reporter	GPR55 beta-arrestin	HIV fusion peptide	Siah-1 displacement	AID2073
COc1ccc(C(=O)Nc2cccc(/C=C(\CCC(=O)O)c3nc4ccccc4s3)c2)cc1	14%	-1%	2.0%	-1%	2%	-1.9%	59%*	48%	4.3µM*
COc1ccc(CNC(=S)Nc2ccc(F)c(Cl)c2)cc1OC	-14%	27%	-1.8%	6%	-24%	-0.2%	-1.2%	5%	-2%
CC(C)c1ccc(NC(=O)CSc2nc(-c3ccccc3F)nc3nc[nH]c23)cc1	-5%	26%	-0.7%	-3%	-25%	-0.3%	-1.0%	0%	9%
O=C(NCc1cccnc1)c1c(O)c2cccc3c2n(c1=O)CCC3	-4%	26%[20 µM]	-9.4%	9%	-18%	0.0%	2.5%	11%	2%
COCCCNC(=S)N1CCC(NC(=O)Nc2ccc(C)cc2)CC1	5%	-18%[20 µM]	.	-1%	-24%	0.3%	-1.0%	-1%	-14%
CCS(=O)(=O)NC(C)C(c1cccs1)N1CCN(c2ccc(F)cc2)CC1 (configuration not stated)	-10%	-11%	-1.0%	8%	-3%	1.1%	1.0%	5%	-2%
CN(C)c1nc(NCc2ccccc2)nc(N/N=C/c2ccc(Cl)cc2Cl)n1	-1%	-42%	3.4%	12%	4%	-0.1%	0.6%	2%	1%
CCOc1cc(C2C(C(=O)O)c3cc(OCC)c(OCC)cc3C(=O)N2C)ccc1O (configuration not stated)	-2%	34%	-0.8%	10%	.	-0.1%	0.8%	-1%	3%

Further structures follow:
Compound	GPR35 antagonists	KOR beta-arrestin-1	KOR beta-arrestin-2	GPR55 LPI antagonism	NOD1 NF-kB reporter	GPR55 beta-arrestin	HIV fusion peptide	Siah-1 displacement	AID2073
Cn1ncc(Br)c1C(=O)NC(=S)N1CCN(c2ccccn2)CC1	-12%	8%	1.6%	3%	8%	-0.3%	-0.3%	-2%	-21%
Cc1nc2ccccc2nc1N1CCC(C)CC1	7%	-17%	8.8%	-8%	-13%	-0.1%	0.0%	-5%	-3%
COc1cc(OC)cc(C(C(=O)NC2CCCCC2)N(C(=O)c2ccno2)c2ccccc2)c1 (configuration not stated)	3%	-27%	7.4%	3%	-15%	-0.3%	1.2%	0%	4%
COC(=O)c1ccccc1NC(=O)CN(c1ccc(C)cc1)S(C)(=O)=O	6%	-33%[20 µM]	-0.7%	1%	-7%	0.0%	1.9%	10%	20%
CS(=O)(=O)N1CCN(C(=O)c2cc(-c3cccs3)nc3ccccc23)CC1	-2%	-29%	0.5%	3%	-6%	0.4%	-0.8%	0%	21%
O=C(NCCO)c1ccc(CSc2nc3ccccc3[nH]2)cc1	6%	-7%	-2.4%	13%	-21%	0.3%	1.3%	6%	1%
COc1ccc(CCNC(=O)C2CCCN(C(=O)N(C)C)C2)c(OC)c1 (configuration not stated)	-5%	32%	-2.2%	14%	-13%	-0.2%	-1.2%	0%	0%
COc1ccc(NC(=O)C(=O)NCCN2CCN(C(=O)c3cccc(Br)c3)CC2)cc1	6%	-4%	-1.8%	11%	-26%	0.0%	0.9%	5%	-7%

(listing goes on)
Compound	GPR35 antagonists	KOR beta-arrestin-1	KOR beta-arrestin-2	GPR55 LPI antagonism	NOD1 NF-kB reporter	GPR55 beta-arrestin	HIV fusion peptide	Siah-1 displacement	AID2073
O=C(OC1CCOC1=O)c1ccc(Cl)c(S(=O)(=O)N2CCCCC2)c1 (configuration not stated)	-2%	1%	-0.6%	5%	-20%	-0.7%	-2.0%	0%	45%
Cc1ccc(NC(=O)CCNC(=O)c2ccccc2Cl)nc1	-12%	-15%	0.0%	3%	-16%	-0.2%	-0.7%	-2%	10%
O=C(CNC(=O)c1ccco1)OCC(=O)c1ccc([N+](=O)[O-])cc1	0%	-33%	3.0%	0%	-65%	0.5%	-0.7%	6%	-29%
Cn1c(SCC(=O)c2ccccc2)nnc1-c1cccc(N)c1	9%	16%	-7.7%	8%	-39%	0.6%	-2.9%	4%	-3%
CC1(C)OC(=O)N(CCC(=O)Nc2cccc(F)c2)C1(C)O (configuration not stated)	-10%	4%	0.8%	4%	-36%	0.1%	-0.8%	-2%	-4%
CC(=O)Nc1ccc(S(=O)(=O)Nc2nc3ccc([N+](=O)[O-])cc3s2)cc1	-5%	-34%	1.7%	0%	16%	0.7%	14%	-1%	5%
CCCCNc1nc2c(c(=O)n(C)c(=O)n2C)n1CCC	-4%	28%	-4.3%	-4%	-2%	-0.1%	-1.2%	-2%	7%
O=C(CNC(=S)N(Cc1ccccc1)Cc1ccccc1F)NCc1ccccc1	3%	-10%	12%	14%	-37%	-0.3%	1.0%	-8%	-21%

(continued)
Compound	GPR35 antagonists	KOR beta-arrestin-1	KOR beta-arrestin-2	GPR55 LPI antagonism	NOD1 NF-kB reporter	GPR55 beta-arrestin	HIV fusion peptide	Siah-1 displacement	AID2073
Nc1nc(SCC(=O)c2cc(F)ccc2F)n[nH]1	-4%	-3%	-3.1%	6%	-30%	0.6%	4.0%	14%	18%
CCCN(CCC)CCNC(=O)c1cc2c(C)nc3ccccc3c2o1	-6%	8%	0.4%	17%	6%	0.0%	1.8%	8%	4%
COc1ccc(-n2c(=O)c3ccccc3n(CC(=O)Nc3cc(C)on3)c2=O)cc1OC	1%	0%	-1.6%	-1%	14%	-0.1%	-1.3%	0%	-7%
CC(C)OC(=O)c1c(NC(=O)Cn2cnc([N+](=O)[O-])n2)sc2c1CCCC2	2%	5%	-3.6%	-6%	-13%	-0.4%	-2.9%	1%	-19%
O=C(Cn1cc(SCc2cccc(Cl)c2)c2ccccc21)N1CCOCC1	-9%	-36%	5.3%	1%	-6%	0.2%	-1.7%	-2%	26%
O=C(CNC(=O)c1ccccc1)OCc1cc(=O)n2cc(Br)ccc2n1	17%	15%	11%	1%	-21%	0.0%	-2.7%	13%	-6%
CCn1cc(C(=O)NCC(C)C)c(=O)c2cc(F)c(N3CCN(C)CC3)cc21	-6%	-15%	3.8%	-2%	-4%	1.3%	1.3%	6%	5%
CCOC(=O)c1c(C)nc2c(c1-c1ccc(Cl)cc1)C(=O)CC(C)(C)C2	2%	-32%	-4.4%	5%	-13%	0.4%	0.4%	2%	3%
COC(=O)Cc1c(C)c2ccc(OCC(=O)N3CCCC(C)C3)c(C)c2oc1=O (configuration not stated)	4%	5%	5.0%	0%	10%	0.0%	-1.6%	-4%	12%

Compound activity (PubChem)
